GSK3beta inhib: human GSK3beta kinase inhibitors, primary screen, biochemical, cell-free homogeneous, HTS; activity score (negative = inhibition), % at 10 µM; actives 0.038% (n = 300,000); GST-GSK3beta kinase, ADP-Glo luminescence, 60 min; stronger effect = lower value; AID 2097, 2009; Glycogen synthase kinase-3 beta (Homo sapiens), P49841;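 active means more than half of replicate wells score below -50%, meaning over 50% inhibition versus plate controls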;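 further: 0% = median DMSO wells and -100% = median GW8510 positive control wells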
Target sequence (P49841 whole entry, looked up): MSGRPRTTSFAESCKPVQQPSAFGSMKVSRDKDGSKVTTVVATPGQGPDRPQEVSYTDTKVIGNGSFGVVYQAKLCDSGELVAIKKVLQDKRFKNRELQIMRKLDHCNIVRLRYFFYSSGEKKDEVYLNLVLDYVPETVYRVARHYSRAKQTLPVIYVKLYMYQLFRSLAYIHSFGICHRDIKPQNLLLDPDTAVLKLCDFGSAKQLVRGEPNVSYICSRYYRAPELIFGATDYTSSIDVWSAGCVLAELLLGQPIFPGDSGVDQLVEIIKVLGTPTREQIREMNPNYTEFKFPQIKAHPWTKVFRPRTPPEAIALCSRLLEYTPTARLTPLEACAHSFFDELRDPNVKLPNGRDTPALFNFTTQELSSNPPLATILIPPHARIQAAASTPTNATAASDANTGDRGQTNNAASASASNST
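Test system: GST-fused GSK3beta enzyme, cell-free | Quantity: 1.6 ng GST-GSK3beta enzyme per well | Reagent: 25 µM ATP with peptide substrate | Schedule: 60 min enzyme reaction, room temperature | Signal: Luminescent ADP-Glo measurement of ADP formed | Read-out basis: Score relative to plate controls | Control set: DMSO and 20 µM GW8510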
IEC-6 tox: cytotoxicity in IEC-6 intestinal epithelial cells, primary screen, cytotoxicity control for KLF5 inhibitor project, cell-based, luminescence; IEC-6 cytotoxicity, luminescence viability; inhibition, % at 5 µM; actives 0.78% (n = 290,000); AID 1825, 2009; in the data active means inhibition above about 22%;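 further: 0% = plate median of test compound wells and 100% = cytotoxic reference compound wells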
aSyn UTR inh: MLPCN primary screen, SNCA 5' untranslated region. actives 0.82% (n = 300,000). AID 1813, 2009. inhibition, % (tested at 7.5 µM). alpha-synuclein 5'UTR reporter, inhibitor activity; in the data active means inhibition above about 60%;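 further: H4 neuroglioblastoma cells stably carrying SNCA 5'UTR luciferase fusion; 0% = DMSO wells and 100% = positive control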
HSP90 refold inh: HSP90 inhibitors, primary screen, cell lysate, luminescence; Heat shock protein HSP 90 (rabbit reticulocyte lysate; luciferase refolding); Rabbit reticulocyte lysate, luciferase refolding luminescence, 3 h; inhibition, % at 5.6 µM; actives 0.91% (n = 290,000); AID 1789, 2009;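 active means inhibition above the screen-wide mean plus 3 SD, computed separately per campaign, cut at about 16% in these data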;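 further: 0% = DMSO wells and 100% = 60 µM geldanamycin wells; inhibitors lower the luminescence because luciferase stays unfolded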
DYRK1A inh: rat Dyrk1A kinase inhibitors, primary screen, biochemical, single point, plate reader; ADP-Glo luminescence, NFATc1 peptide; Dual specificity tyrosine-phosphorylation-regulated kinase 1A (Rattus norvegicus), Q63470; actives 0.43% (n = 310,000); inhibition, % at 12.5 µM; in the data active means inhibition above about 50%;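 further: plate controls were vehicle with enzyme for no effect and no enzyme for full effect; many of its hits are not listed in these tables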
KLF5 inhibitor: KLF5 expression inhibitors, primary screen, DLD-1 cells, luminescence; DLD-1 KLF5 promoter-luciferase reporter; inhibition, % at 5 µM; actives 0.23% (n = 290,000);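 active means inhibition above a per-plate limit of that plate's mean compound inhibition plus 3 SD, cut at about 60% in these data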;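 further: 0% = DMSO wells and 100% = LY294002 at 200 µM; higher means less KLF5 promoter-driven luciferase light; inactives centre near -14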
HSF1 inhib: HSF1 inhibitors in luciferase reporter cells, primary screen, cell-based, NIH3T3, luminescence. NIH3T3-HGL HSE-luciferase, MG132-induced, luminescence 8 h; stronger effect = lower value. activity change, negative = inhibition, % at 7.5 µM (by protocol). actives 0.77% (n = 300,000). AID 2098, 2009;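 active means more than half of replicate wells show activity change below -50%, luminescence cut by over half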;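 further: luciferase reports HSF-1 transcriptional activity via heat shock element; 0% = median of DMSO wells and -100% = zero luminescence signal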
HSF-1 act: HSF-1 activators, primary screen, NIH3T3-HGL cells, MG132 stress, luminescence, single point; AID 504408, 2011; actives 1.7% (n = 300,000); activation, % at 9 µM; NIH3T3-HGL HSF-1 luciferase reporter, 8 h; 100% = twice DMSO control signal;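 active means mean replicate activation of at least 50% with a set share of replicates each reaching 50%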;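 further: 0% = median of the neutral control wells and 100% = twice that signal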
GSK3A inh: blockers of GSK3A enzyme activity – biochemical, luminescence, cell-free homogeneous, HTS, primary screen | Glycogen synthase kinase-3 alpha (Homo sapiens), P49840 | GSK-3 alpha kinase, ADP-Glo luminescence, 60 min | inhibition, % at 10 µM | actives 0.1% (n = 320,000);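 in the data active means inhibition above about 50%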;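 further: GST-tagged GSK-3 alpha with peptide substrate and 25 µM ATP; 0% = DMSO neutral wells and 100% = GW8510 positive control wells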
Target sequence (P49840 whole entry, looked up): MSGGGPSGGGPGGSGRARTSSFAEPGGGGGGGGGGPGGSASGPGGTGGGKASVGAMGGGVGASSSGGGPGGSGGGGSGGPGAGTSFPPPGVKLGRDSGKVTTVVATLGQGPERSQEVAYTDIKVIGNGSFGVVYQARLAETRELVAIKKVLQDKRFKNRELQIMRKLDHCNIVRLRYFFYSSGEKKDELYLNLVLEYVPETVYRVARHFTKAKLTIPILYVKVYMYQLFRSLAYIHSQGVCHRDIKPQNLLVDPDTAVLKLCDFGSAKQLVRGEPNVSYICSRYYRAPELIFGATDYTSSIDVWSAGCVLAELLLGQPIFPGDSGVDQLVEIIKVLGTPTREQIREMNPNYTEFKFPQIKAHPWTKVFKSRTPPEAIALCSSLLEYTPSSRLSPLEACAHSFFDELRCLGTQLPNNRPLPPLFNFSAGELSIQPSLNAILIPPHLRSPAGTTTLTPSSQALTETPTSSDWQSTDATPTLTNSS
Platelet DG rel: inhibitors of platelet dense granule secretion, primary screen, cell-based, MLPCN, human platelets | human platelet-rich plasma, SFLLRN dense granule ATP release, luminescence | inhibition, %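 (compounds screened at 7.5 µM in platelet-rich plasma)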 | actives 0.22% (n = 300,000) | AID 1663, 2009;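 active means mean replicate score, as percent of positive control, at or above 50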
* hit, by the source's call; · = not tested or not shown.

Every second line gives: GSK3beta inhib	IEC-6 tox	aSyn UTR inh	HSP90 refold inh	DYRK1A inh	KLF5 inhibitor	HSF1 inhib	HSF-1 act	GSK3A inh	Platelet DG rel
#1 CCOCCCNC(=O)C1CCCN(S(=O)(=O)CC)C1 (centres undefined)
→ -1	-3	-2	-1	-2	-20	0	3	1	0
#2 Cc1ccc(S(=O)(=O)N(C(=O)c2ccncc2)c2ccc(OC(=O)c3ccncc3)cc2)c(C)c1
→ -2	1	6	-3	-1	16	-7	-1	-3	-24
#3 Cc1ccc2nc(SCC(=O)NCC3CCCO3)c(C#N)cc2c1 (centres undefined)
→ -2	-3	-16	-1	7	1	5	0	-1	-4
#4 COc1ccc(Oc2c(C)oc3c(CN4CCOCC4)c(O)ccc3c2=O)cc1
→ -5	6	-8	1	-2	-16	-2	-2	21	-8
#5 CCOC(=O)c1c(-c2cccc([N+](=O)[O-])c2)csc1NC(=O)CCCOc1ccccc1
→ 3	2	11	-5	-3	-13	0	-1	-1	1
#6 CCOc1ccccc1C1CC(=O)NC2=C1C(=O)CCC2 (centres undefined)
→ 1	8	-46	-2	-6	23	2	-7	-3	10
#7 Cc1ccc2nc(CNC(=O)C3CCC(=O)N(Cc4ccccc4F)C3)cn2c1 (centres undefined)
→ 2	2	-1	-3	-3	-30	3	-4	·	-8
#8 CCn1nc(C)c(CN2CCC(C(=O)Nc3cccc(-c4cccc(F)c4)c3)CC2)c1C
→ -2	5	-3	2	-1	-33	-14	-1	0	-13
#9 O=C1NC2(CCCCCC2)Cc2ccccc21
→ 4	-3	20	2	4	-24	9	14	0	3
#10 COc1ccc2[nH]c(CN3CCN(CCC(C)C)C(CCO)C3)c(C)c2c1 (centres undefined)
→ -4	0	-14	4	-5	5	4	2	-1	3
#11 CCN(CC)S(=O)(=O)c1ccc2c(c1)nc(SCC(N)=O)n2-c1ccc(OC)cc1
→ 3	3	14	11	3	-24	-2	14	-1	-7
#12 COC(=O)c1cccc(NC(=O)c2cc(OC)c(OC)c(OC)c2Br)c1
→ 0	8	14	0	2	-8	9	24	·	-2
#13 CCOc1ccc(S(=O)(=O)N2CCC(C(=O)NCc3ccco3)CC2)cc1
→ -3	2	-4	-3	-4	-16	10	26	-1	14
#14 Cc1ccc(S(=O)(=O)NCCCC(=O)N2CCC(C)CC2)cc1
→ 0	-2	8	-1	7	-4	10	18	0	3
#15 O=C(CN1CCN(Cc2ccccc2Cl)CC1)N/N=C/c1ccco1
→ -8	4	0	-2	-3	-16	0	14	13	1
#16 Cc1ccc2nc(N=C(N)N)nc(C)c2c1
→ 1	4	14	0	-2	-19	-3	-15	8	5
#17 Cc1oc(-c2ccc3c(c2)OCCO3)cc1C(=O)NC(Cc1ccccc1)C(=O)O (centres undefined)
→ 3	2	-56	39*	·	-34	6	-15	-2	4
#18 Cc1cccc(NC(=O)C2CCN(S(=O)(=O)c3ccc4c(c3)NC(=O)CO4)CC2)c1
→ 0	5	4	6	-2	-9	1	2	-3	6
#19 N#CCSc1nc(N)c(C#N)c(C2CCCCC2)c1C#N
→ -1	-4	42	-1	-1	3	-1	4	-1	-5
#20 Cc1[nH]c2ccccc2c1C(=O)CSc1nc2ccccc2[nH]1
→ 0	1	-100	-2	8	-44	19	46	-3	-2

Complete entries, quoted from the list.
CCOc1ccccc1C1CC(=O)NC2=C1C(=O)CCC2 (centres undefined) is listed as GSK3beta inhib: 1; IEC-6 tox: 8; aSyn UTR inh: -46; HSP90 refold inh: -2; DYRK1A inh: -6; KLF5 inhibitor: 23; HSF1 inhib: 2; HSF-1 act: -7; GSK3A inh: -3; Platelet DG rel: 10
Cc1[nH]c2ccccc2c1C(=O)CSc1nc2ccccc2[nH]1 is listed as GSK3beta inhib: 0; IEC-6 tox: 1; aSyn UTR inh: -100; HSP90 refold inh: -2; DYRK1A inh: 8; KLF5 inhibitor: -44; HSF1 inhib: 19; HSF-1 act: 46; GSK3A inh: -3; Platelet DG rel: -2

11 entries already listed, arranged by length of the SMILES, rising.
Every second line gives: GSK3beta inhib	IEC-6 tox	aSyn UTR inh	HSP90 refold inh	DYRK1A inh	KLF5 inhibitor	HSF1 inhib	HSF-1 act	GSK3A inh	Platelet DG rel
#9 O=C1NC2(CCCCCC2)Cc2ccccc21
→ 4	-3	20	2	4	-24	9	14	0	3
#1 CCOCCCNC(=O)C1CCCN(S(=O)(=O)CC)C1 (centres undefined)
→ -1	-3	-2	-1	-2	-20	0	3	1	0
#6 CCOc1ccccc1C1CC(=O)NC2=C1C(=O)CCC2 (centres undefined)
→ 1	8	-46	-2	-6	23	2	-7	-3	10
#14 Cc1ccc(S(=O)(=O)NCCCC(=O)N2CCC(C)CC2)cc1
→ 0	-2	8	-1	7	-4	10	18	0	3
#12 COC(=O)c1cccc(NC(=O)c2cc(OC)c(OC)c(OC)c2Br)c1
→ 0	8	14	0	2	-8	9	24	·	-2
#4 COc1ccc(Oc2c(C)oc3c(CN4CCOCC4)c(O)ccc3c2=O)cc1
→ -5	6	-8	1	-2	-16	-2	-2	21	-8
#17 Cc1oc(-c2ccc3c(c2)OCCO3)cc1C(=O)NC(Cc1ccccc1)C(=O)O (centres undefined)
→ 3	2	-56	39*	·	-34	6	-15	-2	4
#8 CCn1nc(C)c(CN2CCC(C(=O)Nc3cccc(-c4cccc(F)c4)c3)CC2)c1C
→ -2	5	-3	2	-1	-33	-14	-1	0	-13
#18 Cc1cccc(NC(=O)C2CCN(S(=O)(=O)c3ccc4c(c3)NC(=O)CO4)CC2)c1
→ 0	5	4	6	-2	-9	1	2	-3	6
#5 CCOC(=O)c1c(-c2cccc([N+](=O)[O-])c2)csc1NC(=O)CCCOc1ccccc1
→ 3	2	11	-5	-3	-13	0	-1	-1	1
#2 Cc1ccc(S(=O)(=O)N(C(=O)c2ccncc2)c2ccc(OC(=O)c3ccncc3)cc2)c(C)c1
→ -2	1	6	-3	-1	16	-7	-1	-3	-24

Additional entries follow:
Every second line gives: GSK3beta inhib	IEC-6 tox	aSyn UTR inh	HSP90 refold inh	DYRK1A inh	KLF5 inhibitor	HSF1 inhib	HSF-1 act	GSK3A inh	Platelet DG rel
#21 COc1ccc(-c2nc(N3CCN(C)CC3)sc2-c2ccc(OC)cc2)cc1
→ 1	0	5	-3	7	-37	-7	3	-3	-16
#22 O=C(Nc1ccccc1)c1ccc2c(c1)OCO2
→ 0	4	-148	2	-4	-110	5	21	-4	39
#23 O=C(Nc1ccc(N2CCN(C(=O)c3ccc(Cl)cc3)CC2)cc1)c1ccc(Br)o1
→ -5	4	-5	3	5	-18	19	35	0	-5
#24 Cc1occc1C(=O)N/N=C/c1ccc2c(c1)OCO2
→ -18	9	-67	14	-6	-96	25	34	16	126*
#25 CC(=O)N1CCN(C(=O)CCCNC(=O)c2ccc(Cl)cc2)CC1
→ 3	-4	3	-2	-1	-32	-4	9	1	6
#26 O=C(Nc1ccc(O)cc1)C1CC=CCC1 (centres undefined)
→ 19	2	-2	8	-1	15	-11	1	2	0
#27 CCCCn1c(=O)[nH]c(=O)c2c1nc(-c1cc3c(cc1Br)OCO3)n2C
→ 1	2	37	-5	0	-6	7	13	-4	-1
#28 O=C(CSc1ccccn1)N/N=C/c1c[nH]c2ccccc12
→ 1	10	-39	-1	3	-30	-3	20	-2	1
#29 Cc1ccc(/C=C/C(=O)Nc2cccc3ncccc23)o1
→ -6	0	-3	4	·	-4	23	40	-4	-17
#30 COc1ccc(CCNC(=O)c2ccc3nc(N4CCOCC4)sc3c2)cc1OC
→ 0	3	22	4	3	-39	-3	10	-1	20
#31 CC(NS(=O)(=O)c1ccc(OCC(=O)N2CCCC2)cc1)c1ccccc1 (centres undefined)
→ ·	-2	0	-3	-5	-19	-6	-5	-2	7
#32 N#CCCn1cc(C(N)=O)c(-c2cccs2)n1
→ 1	2	-11	3	12	4	-12	-1	-2	-13
#33 CCc1cc(=O)[nH]c(SCc2cccc3ccccc23)n1
→ 2	-5	-7	0	4	-12	3	11	-8	0
#34 CCOc1ccc(CSC(=N)N)cc1Cl
→ -1	-1	-6	3	3	3	-11	-15	-1	16
#35 COc1cccc(C2=Nc3cccc4cccc(c34)N2)c1
→ -9	-5	-36	3	29	-5	-2	-8	-1	5
#36 CCOC(=O)c1ccc(NC(=S)N(CCN2CCCCCC2)Cc2cccs2)cc1
→ 1	-6	10	-2	-2	-1	6	12	1	3
#37 CCCCc1nc(SCCOC)c2c(=O)n(C)c(=O)n(C)c2n1
→ -4	-2	14	-3	-4	-42	7	32	-1	5
#38 FC(F)(F)c1cnc2c(c1)[nH]c(=S)n2-c1ccc(Cl)cc1
→ 0	0	11	-1	-1	-30	-9	-2	2	-4
#39 c1ccc(Cn2c(SCCN3CCOCC3)nnc2-c2cccnc2)cc1
→ 3	4	19	1	-5	-16	2	42	2	-5
#40 CCn1c(COc2ccccc2)nc2ccccc21
→ 5	7	-9	1	18	-44	6	8	-1	2
#41 CCCCOc1[nH]c2nc(-c3ccco3)n(Cc3ccco3)c(=N)c2c1C#N
→ -3	-10	-13	3	6	-9	0	16	-2	-25
#42 O=C(Cn1c(=O)n(-c2cccc(C(F)(F)F)c2)c(=O)c2sccc21)NCC1CCCO1 (centres undefined)
→ -4	4	6	2	2	4	-2	5	1	-7
#43 CCOC(=O)C1CCN(C(=O)c2cccnc2Oc2ccc(Cl)cc2)CC1
→ -1	8	9	3	0	-6	-7	-11	-5	9
#44 COc1ccc(N2CCN(C(=O)c3ccc(COc4ccc([N+](=O)[O-])cc4)o3)CC2)cc1
→ -1	-6	22	-4	-5	-20	9	36	·	-2
#45 CN1C2C=C3C(C#N)=C(N)C(C#N)(C#N)[C@H](c4c(F)cccc4F)[C@H]3C1CC2 (some centres undefined)
→ -6	3	21	5	2	-9	·	·	4	3
#46 Cc1cccc(-n2c(CNC(=O)c3ccc(S(=O)(=O)N4CCCC4)cc3)n[nH]c2=S)c1
→ 2	-3	3	-4	-6	-9	-5	18	-2	-1
#47 CCC1(C)CC(CCN(Cc2ccco2)C(C)=O)(c2ccccc2)CCO1 (centres undefined)
→ -1	-3	-21	-1	-25	-8	10	12	·	5
#48 CCc1cccc(C)c1NC(=O)CC1Oc2ccc(C)cc2NC1=O (centres undefined)
→ -2	3	8	-1	-7	-35	0	-10	0	-4

Compound activity from PubChem.

An excerpt. The share of hits here may be higher or lower than overall.
